human PMI inhibition – inhibitors of human PMI, primary screen, biochemical, fluorescence intensity, coupled assay (AID 1209). one-dose inhibition, % at 20 µM; IC50 in µM for titrated hits. Mannose-6-phosphate isomerase (Homo sapiens). 0.42% of 190,000 active. purified PMI enzyme, coupled fluorescence intensity; higher % means a stronger effect;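 note: plate controls were DMSO vehicle for no effect and wells lacking substrate for full effect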
Yfh1-depleted yeast – enhancers of respiration in Yfh1-depleted yeast, dose response, Friedreich's ataxia, plus single-dose screen (AID 1465); S. cerevisiae Yfh1-off respiration, WST-1 reduction, 72 h; higher fold induction means a stronger effect; fold induction at 50 µM, or EC50 in µM where a hit was titrated; 0.074% of 220,000 active;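 active = fold induction of absorbance versus untreated yeast above a set limit, then at least 30% activation at any dose in follow-up; inconclusive = repeats straddling the limit, or above it without dose testing; inactive = fold induction below the set limit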;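 note: activators that raise dye reduction in frataxin-depleted yeast; strong numbers were not always called active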
Dynein cargo inh – inhibitors of GR-EGFP nuclear translocation, primary screen, dynein cargo transport inhibitor project, imaging, high-content, 3617.4 mouse cells. 0.47% of 220,000 active. z-score, hits read low. test concentration mostly 20 µM; stimulated with dexamethasone, 1 µM; active compounds read low. AID 1381, 2008;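 active = plate z-score of nuclear minus cytoplasmic receptor signal below a set negative limit, without overly bright fluorescence or cell loss, cut at about -3.5 in these data, passing the limit was not always enough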;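 note: z-score of nuclear minus cytoplasmic ring GR-EGFP intensity difference per well; some compounds called inactive have numbers as strong as hits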
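Buffer or medium: tet-free, stripped-serum medium; Also added: dexamethasone, 1.0 µM final; Technique: high-content fluorescence imaging after fixation; Times: 48 h induction, 1 h compound, 30 min dex at 37 °C; Read-out: per-cell GR-EGFP intensity, nucleus versus surrounding cytoplasmic ring, well-averaged.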
Insulin prom up – insulin promoter activators in MIN6 cells, imaging, high-content screening, mouse beta cells; MIN6 insulin promoter-GFP reporter; active compounds read high; z-score at 5 µM; 0.3% of 190,000 active;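 active = z-score above 3 at 5 µM with at least 500 cells counted in the well; inconclusive = wells under 500 cells, flagged as cytotoxic or low count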
MT stabilize HCS – microtubule stabilizers in HeLa cells, primary screen, imaging, high-content imaging; HeLa tubulin immunostaining HCS, 24 h; share of cells brighter than vehicle mean+2SD; % tubulin-high responders, % at 10 µM; 0.83% of 200,000 active; AID 2205, 2009;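 active = plate Z-score above 3 for both tubulin-high and condensed-nucleus cell shares, with cell loss under 80%, at 10 µM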;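 note: anti alpha tubulin signal scored within the nucleus-defined area of each cell; some results filed as inactive read as strong as hits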
Autophagy mod – autophagy modulators in MEF cells, primary screen, imaging, high-content, MEF GFP-LC3; MEF GFP-LC3 puncta imaging; test concentration mostly 10 µM; 0.98% of 190,000 active; calls only at 10 µM (by protocol);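 active = percentage of spot-positive cells more than 3 SD above its plate mean, without a fluorescence outlier flag or 80% toxicity; inconclusive = no clear call, values can overlap the other calls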;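 note: spot-positive cell cutoff set from DMSO-treated cells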
WT yeast gro inh – growth inhibition of WT strain, primary screen, mitochondrial fusion inhibitor project, WT and mutant strains, chemical genetic | mitochondrial fusion phenotypic screen | inhibition, % at 10 µM | 2.1% of 190,000 active; in the data active = inhibition above about 58%; tested in S. cerevisiae
bCat nuc transl – modulators of beta-catenin nuclear translocation, primary screen, imaging, HeLa cells, immunofluorescence, high-content | nuclear translocation activity, % at 5 µM | 0.3% of 190,000 active;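 active = nuclear translocation activity above 50% at 5 µM, with a well cell count of 50 or more; inconclusive = wells under 50 cells across six images, flagged as toxic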;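 note: per-cell ratio of nuclear to cytoplasmic median beta-catenin stain intensity; plate controls were DMSO negative control for no effect and GSK-3 inhibitor IX positive control for full effect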
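Test system: HeLa cells, endogenous beta-catenin; Compound: single 5 µM dose plus 0.02–20 µM confirmation series; Times: compound exposure 24 h at 37°C; Signal: fluorescence imaging of beta-catenin antibody stain plus DAPI; Read-out: % activation, nuclear-to-cytoplasmic median beta-catenin signal ratio per cell.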
human PMI inhibitors – human PMI inhibitors, high substrate, primary screen, biochemical, fluorescence intensity, high mannose 6-phosphate (AID 1220); 0.66% of 190,000 active; inhibition, % at 20 µM; hits with a dose series show IC50 in µM; recombinant PMI enzyme, coupled fluorescence intensity; higher % means a stronger effect
WT yeast gro inh mutant strain – recorded beside WT yeast gro inh, whose call it bears; inhibition, %; mitochondrial fusion phenotypic screen, mutant strain inhibition
Dynein cargo inh cytoplasmic EGFP – further read-out of Dynein cargo inh, marked with its call; z-score; measured here: cytoplasmic GR-EGFP intensity; active compounds read high
Dynein cargo inh nuclear GR-EGFP – recorded beside Dynein cargo inh, whose call it bears; z-score; measured here: nuclear GR-EGFP intensity;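 lower value marks the stronger effect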
Dynein cargo inh cell count – further read-out of Dynein cargo inh, marked with its call; z-score; measured here: cell count per field
Insulin prom up cell count – also measured in Insulin prom up; calls as there; cell count; measured here: cytotoxicity, nuclei count;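 total cells summed across four imaged fields per well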
bCat nuc transl cell count 5 µM – also measured in bCat nuc transl; calls as there; cell count; measured here: cell count, cytotoxicity flag
MT stabilize HCS Hoechst-high % – also measured in MT stabilize HCS; calls as there; % Hoechst-high responders; measured here: nuclear condensation Hoechst responders;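 share of cells brighter than vehicle mean plus two SD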
MT stabilize HCS cytotoxicity % – further read-out of MT stabilize HCS, marked with its call; toxicity, %; measured here: cytotoxicity by cell density;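 0% = mean cell density of plate MIN control wells and 100% = no cells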
Autophagy mod cell loss 18 h – further read-out of Autophagy mod, marked with its call; toxicity, %; measured here: cell loss, nuclei count;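 cell loss after 18 h compound exposure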
* hit, by the source's call; i = inactive; u = inconclusive; x = not tested or not shown. Cut-off read from the data, not from the text of the source, unless noted: active = inhibition above about 50%; inactive = the rest. Random draw from the library; overall some 5% were active at least once.

Every second line gives: MT stabilize HCS	human PMI inhibition	bCat nuc transl cell count 5 µM	bCat nuc transl	Insulin prom up	Insulin prom up cell count	MT stabilize HCS Hoechst-high %	MT stabilize HCS cytotoxicity %	Yfh1-depleted yeast	Dynein cargo inh cytoplasmic EGFP	Dynein cargo inh nuclear GR-EGFP	Autophagy mod cell loss 18 h	Autophagy mod	WT yeast gro inh	WT yeast gro inh mutant strain	Dynein cargo inh	human PMI inhibitors	Dynein cargo inh cell count
COc1ccc(C(=O)Nc2cccc(-c3ccc4nncn4n3)c2)cc1
 : 3.5	4%	1147	-0.7	-0.66	1326	4.0	8.4	i	-0.18	1.1	-7	i	-5	8	1.9	-1%	-2.2
CC(OC(=O)CCCc1nc2ccccc2s1)C(=O)NC(N)=O (stereo unspecified)
 : x	x	1217	-5.4	0.04	1437	x	x	i	-0.25	0.15	x	x	x	x	0.6	x	-0.44
O=S(=O)(NCC(O)c1ccccc1)c1ccc(-c2ccccn2)s1 (stereo unspecified)
 : x	x	1243	-1.0	1.3	1412	x	x	i	-0.18	-0.29	x	x	x	x	-0.15	x	0.51
Cc1onc(-c2c(Cl)cccc2Cl)c1C(=O)NC(=S)N1CCOCC1
 : x	x	1121	-2.9	-0.07	1463	x	x	i	-0.25	0.086	x	x	x	x	0.17	x	0.7
O=C(Nc1nnc(COc2ccccc2)s1)C1CCN(S(=O)(=O)c2ccc(Cl)cc2)CC1
 : 2.4	7%	x	x	x	x	0.9	0.4	i	0.13	0.54	-1	i	-42	-39	1.9	8%	-0.76
COc1ccc(-c2cc(=O)oc3cc(OCC(=O)c4cccc([N+](=O)[O-])c4)ccc23)cc1
 : 2.2	0%	531	-2.0	-0.04	1167	1.3	0.2	i	-0.26	0.85	23	i	-4	-1	0.63	-7%	-0.51
CC(C)(C)c1ccc(OC2=CS(=O)(=O)c3ccccc32)cc1
 : 2.5	7%	x	x	0.97	1011	1.6	5.4	i	-0.23	0.073	33	i	59*	35*	-0.085	-2%	-0.13
O=C(OCn1ncc(Br)c(Br)c1=O)c1ccccc1Cl
 : 1.0	-5%	1159	-1.6	0.29	833	1.6	7.3	i	0.31	-0.76	77	i	80	82	-1.4	-12%	-0.099
O=C(NCCCc1nc2ccccc2[nH]1)c1ccc(F)cc1
 : 2.0	-9%	1112	-0.8	-0.09	1350	2.1	7.2	i	-0.24	0.091	8	i	1	1	0.23	-13%	0.63
Cc1ccc(-c2nn(C)c(=O)c3ccccc23)cc1CNC(=O)NC1CCCCC1
 : x	x	1397	-0.6	0.27	933	x	x	i	-0.19	0.85	x	x	x	x	0.53	x	0.25
Cc1c(C(=O)NCc2ccc(S(N)(=O)=O)cc2)oc2ccc(Cl)cc12
 : 2.6	3%	863	7.0	0.24	1634	2.2	1.7	i	-0.22	0.068	13	i	9	-3	-0.27	3%	0.29
C[n+]1cccc2c(Br)ccc([O-])c21
 : x	x	1140	-1.6	0.01	1395	x	x	i	-0.21	0.7	x	x	x	x	1.5	x	-0.31
COc1cccc(NC(=O)N2CCN(S(C)(=O)=O)CC2)c1
 : 2.7	10%	1538	-0.1	0.59	1524	1.8	22	i	-0.22	0.61	-6	i	7	10	0.71	7%	-0.079
COc1ccc(C(NC(=O)c2ccco2)c2ccc(OC)c(OC)c2)cc1OC
 : 1.1	8%	1114	0.4	-0.44	1237	2.1	11	i	-0.2	0.072	6	i	9	11	-0.13	7%	0.13
CC1=NN(C(=O)c2nn(C)cc2Br)C(O)(C(F)(F)F)C1 (stereo unspecified)
 : 5.1	-14%	x	x	0.81	1414	3.1	3.7	i	-0.3	-0.33	3	i	-15	11	-0.48	18%	0.81
O=C(c1cccc(S(=O)(=O)N2CCCCCC2)c1)N1CCN(c2ccccc2)CC1
 : 3.7	18%	1459	-0.2	-0.29	1485	4.4	4.9	i	-0.27	0.36	12	i	4	4	-0.28	15%	0.22
C=CCn1c(SCC(=O)NCc2cccs2)nnc1C1CCCCC1
 : 4.6	10%	1111	-0.2	-0.9	1250	2.8	9.0	i	-0.17	0.62	14	i	-5	-21	0.33	11%	0.36
NC(=O)C1CCN(C(=O)CN2CCc3ccccc32)CC1
 : 4.7	-21%	1040	-0.3	0.46	1274	0.0	60	i	-0.29	-0.24	-5	i	18	-7	-0.58	-48%	0.38
COc1ccc(C(=O)C2CCCN(Cc3cccn3-c3nccs3)C2)cc1OC (stereo unspecified)
 : x	x	1248	1.4	-1.1	999	x	x	i	-0.23	0.47	x	x	x	x	-0.035	x	-0.48
CC[n+]1c(/C=C2\C=C(C)CC(C)(C)C2)sc2ccccc21
 : 4.0	-21%	1320	8.2	u	x	2.0	8.0	i	-0.093	0.37	-5	i	14	12	0.077	-69%	-0.55
Nc1cc(N)cc(C(=O)OCC(=O)Nc2cc(S(=O)(=O)N3CCCCC3)ccc2Cl)c1
 : 3.9	-1%	1118	-4.1	-0.04	1618	2.6	0.5	i	-0.16	0.34	-2	i	17	2	0.87	19%	-0.15
CC(C)n1c(SCC(N)=O)nc2c1c(=O)[nH]c(=O)n2C
 : 1.4	-6%	1148	-2.4	1.9	1012	1.6	5.7	i	0.25	0.3	34	i	3	13	-0.08	-13%	-0.66
O=C1c2cccc3cccc(c23)C(=O)N1CCN1CCN(CC(O)COc2ccccc2)CC1 (stereo unspecified)
 : 5.0	3%	1098	-0.2	-0.55	1426	2.3	1.1	i	-0.15	-0.48	21	i	15	-4	-0.71	-4%	-0.19
Cc1ccc(-n2c(C)cc3c2CC(C)(C)CC3=O)cc1C
 : 1.9	1%	x	x	-0.26	1081	1.2	7.9	i	-0.38	0.035	-12	i	11	14	-0.27	-1%	0.85
O=C(O)CC(Cc1ccc(Br)cc1)C(=O)O (stereo unspecified)
 : 2.4	2%	1241	-1.5	-0.26	1253	1.7	3.2	x	-0.3	0.39	26	i	-10	-1	-0.41	-2%	0.42
CN(c1cccc(NC(=O)COc2ccccc2)c1)S(C)(=O)=O
 : 2.2	0%	x	x	0.53	1228	1.4	5.3	i	-0.19	-0.13	-2	i	-5	7	-0.74	-5%	0.6
O=C(CSc1nc2c([nH]c3ccccc32)c(=O)n1-c1ccc(F)cc1)NCc1ccco1
 : 1.2	8%	958	1.4	1	1776	3.2	6.6	x	-0.24	-0.23	-3	i	-6	-26	-0.53	1%	0.81
COc1cccc(/C=C/C(=O)Nc2ccc(N3CCOCC3)cc2)c1OC
 : x	x	1406	-1.7	-0.14	1028	x	x	i	-0.76	-0.36	x	x	x	x	-0.28	x	-0.53
CCN(CC)S(=O)(=O)c1ccc(N(C)C)c(NC(=O)CC(NC(C)=O)c2ccccc2)c1 (stereo unspecified)
 : 3.8	-10%	1039	-4.4	-0.48	1249	2.4	4.4	i	-0.27	0.39	1	i	-13	-1	-0.23	-11%	0.1
COc1ccc(C(CNC(=O)c2cc3ccccc3o2)N2CCCCC2)cc1 (stereo unspecified)
 : 5.2	6%	1097	1.8	-0.13	1297	2.0	4.4	i	-0.24	0.64	15	i	-7	9	0.78	-4%	-0.97
CC(C)NC(=O)c1nc2ccccc2s1
 : 3.2	8%	1078	0.3	-0.64	1265	1.7	3.1	i	-0.25	-0.95	-6	i	-4	5	-0.6	2%	-0.013
Cc1ccc(NC(=S)NC(=O)c2ccccc2)cc1NC(=S)NC(=O)c1ccccc1
 : x	x	1192	-2.2	-0.03	1291	x	x	i	-0.15	-0.24	x	x	x	x	-0.15	x	0.45
Cc1ccc2cc3c(nc2c1)OCC3
 : x	x	1266	-0.4	1.1	1018	x	x	i	-0.2	0.43	x	x	x	x	-0.6	x	-0.49
Cc1cc(SCC(=O)OCC(=O)NCc2ccc3c(c2)OCO3)c(C)cc1Br
 : 2.6	12%	x	x	-0.21	1338	2.5	6.0	i	0.17	1.3	-22	i	-3	-4	0.67	8%	-0.93
CCOc1cccc(CN2CCN(c3cccc(C(F)(F)F)c3)CC2)c1O
 : 3.9	3%	x	x	0.21	1224	2.3	3.3	i	0.15	0.22	-6	i	31	14	0.13	-3%	-0.2
Cn1cc(C(=O)NCc2ccccc2F)cn1
 : 3.8	-4%	472	3.2	1	1203	2.2	8.8	i	0.23	1.4	9	i	-4	-17	2.6	0%	-1.9
COC(=O)Cc1c(C)c2ccc(OCC(=O)N(C)C)cc2oc1=O
 : 1.7	-4%	x	x	-1.6	903	1.5	5.2	i	-0.38	-0.14	-8	i	8	13	-0.42	-8%	0.57
c1n[nH]c(NC2=NCCC2)n1
 : 4.7	8%	1177	-0.8	x	x	3.0	7.8	i	-0.17	0.53	-4	i	-11	-7	0.55	13%	-0.72
Fc1ccc(-c2cc(C(F)(F)F)nc(NCc3cccs3)n2)cc1
 : 2.6	17%	608	-0.2	-0.79	1349	1.9	3.4	i	-0.31	-0.21	-1	i	-6	-17	0.32	15%	0.38
Nc1ccc2nc(CN3CCOCC3)[nH]c2c1
 : 1.9	7%	x	x	x	x	1.4	7.2	x	-0.42	0.049	4	i	66*	-3.5*	0.025	-11%	0.084
O=C(Nc1cccnc1)c1cc(-c2ccccc2)on1
 : 3.5	1%	1214	-1.7	0.7	1229	1.9	0.1	i	-0.23	-0.3	-5	i	-3	-8	-0.61	12%	0.47

Source: PubChem BioAssay
